Assay outcomes as filed in PubChem.
LMPTP inh: LMPTP phosphatase inhibitors, primary screen, biochemical, fluorescence intensity, uHTS; Low molecular weight phosphotyrosine protein phosphatase (Homo sapiens), P24666; recombinant LMPTP-A, OMFP fluorogenic substrate; inhibition, % at 20 µM; 360,000 tested, 0.22% active;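 active means compounds that cut the enzyme signal by at least half of the control window in the single-dose screen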;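 further: plate controls were DMSO wells with enzyme plus substrate for no effect and substrate without enzyme for full effect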
Target sequence (P24666 whole entry, looked up): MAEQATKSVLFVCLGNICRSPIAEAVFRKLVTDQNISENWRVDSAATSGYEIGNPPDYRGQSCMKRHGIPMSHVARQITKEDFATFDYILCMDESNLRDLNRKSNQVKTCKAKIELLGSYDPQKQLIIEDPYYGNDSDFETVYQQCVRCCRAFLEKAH
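Test system: LMPTP-A phosphatase enzyme. Amount: LMPTP-A at 0.625 nM final in the reaction. Reagent: OMFP substrate, 400 µM final. Times: 50 min at room temperature. Signal: endpoint fluorescence intensity from OMFP dephosphorylation. Read-out basis: % inhibition. Benchmarks: no-enzyme and uninhibited controls.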
DNMT1 block: human DNMT1 methyltransferase inhibitors, primary screen, biochemical, molecular beacon, fluorescence, HinP1I cleavage, uHTS | DNA (cytosine-5)-methyltransferase 1 (Homo sapiens), P26358 | inhibition (reported as % activation of signal), % at 10 µM | 360,000 tested, 0.83% active | AID 588458, 2011; in the data active means inhibition above about 50%
MsrA inhibitor: bovine MsrA enzyme inhibitors, primary screen, biochemical, absorbance, HTS | inhibition, % at 15.5 µM | 360,000 tested, 0.75% active | purified bovine MsrA, absorbance read-out | AID 651718, 2012 | Methionine sulfoxide reductase A (Bos taurus); in the data active means inhibition above about 4.5%;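 further: 0% = vehicle wells with enzyme and 100% = reference inhibitor wells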
NadD inh: inhibitors of S. aureus NadD, primary screen, biochemical, colorimetric, uHTS. inhibition, % at 20 µM. Nicotinate-nucleotide adenylyltransferase NadD (Staphylococcus aureus N315). 360,000 tested, 0.78% active. AID 602399, 2012. purified NadD enzyme, colorimetric absorbance read-out; in the data active means inhibition above about 26%; further: some compounds past the cut are filed as inactive
TbMetRS inhib: T. brucei MetRS inhibitors, primary screen, biochemical, luminescence; inhibition, % at 11.9 µM; purified T. brucei MetRS, ATP depletion, Kinase-Glo luminescence; methionyl-tRNA synthetase (Trypanosoma brucei brucei); 360,000 tested, 0.4% active;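 active means inhibition above a per-plate cutoff of the control wells' mean inhibition plus 3 SD, cut at about 5.5% in these data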;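 further: 0% = DMSO wells median and 100% = median of wells with control inhibitor compound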
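assay system = parasite MetRS enzyme | timing = 15 min preincubation, 2 h reaction, all 25 °C | evaluation = percent inhibition relative to median high and low control wells | medium = HEPES buffer containing pyrophosphatase, BSA, spermine, DTT | compound = single dose, 11.9 µM final nominal, 0.9% final DMSO | detection = Kinase-Glo luminescence, ATP depletion format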
SUMO1 PPI mod: modulators of SUMO1 protein-protein interactions, primary screen, biochemical, uHTS; Small ubiquitin-related modifier 1 (Homo sapiens), P63165; SUMO1 binding to a labelled peptide, TR-FRET, 1 h; AID 602429, 2012; inhibition, % at 20 µM; 360,000 tested, 0.33% active; in the data active means inhibition above about 37%
Target sequence (P63165 whole entry, looked up): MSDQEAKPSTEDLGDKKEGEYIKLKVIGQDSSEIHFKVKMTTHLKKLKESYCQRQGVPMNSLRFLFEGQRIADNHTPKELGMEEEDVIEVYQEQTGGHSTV
Rpn11 block: Rpn11 (PSMD14) deubiquitinase inhibitors, primary screen, biochemical, fluorescence polarization, uHTS. 26S proteasome non-ATPase regulatory subunit 14 (Homo sapiens), O00487. calls only at 20 µM. human 26S proteasome, Ub4-pepOG fluorescence polarization; 20S core pre-blocked with epoxomicin. 360,000 tested, 0.59% active. AID 588493, 2011;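 active means inhibition at 20 µM, scaled to each plate's controls, above about 33%, limit read from the data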
CSN deneddyl inh: inhibitors of CSN-mediated cullin deneddylation, primary screen, biochemical, fluorescence polarization, uHTS. COP9 signalosome complex subunit 5 (Homo sapiens), Q92905. Purified CSN, SCF-Nedd8-OG deneddylation. inhibition, % at 12.5 µM. 360,000 tested, 0.38% active. AID 651999, 2013;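 active means pattern-corrected inhibition above about 35%, with an unprinted fluorescence ratio check between 0.5 and 1.5, limit read from the data, passing the limit was not always enough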;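 further: 0% = enzyme with substrate and 100% = substrate without enzyme; some results filed as inactive read as strong as hits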
Target sequence (Q92905 whole entry, looked up, one chain of several): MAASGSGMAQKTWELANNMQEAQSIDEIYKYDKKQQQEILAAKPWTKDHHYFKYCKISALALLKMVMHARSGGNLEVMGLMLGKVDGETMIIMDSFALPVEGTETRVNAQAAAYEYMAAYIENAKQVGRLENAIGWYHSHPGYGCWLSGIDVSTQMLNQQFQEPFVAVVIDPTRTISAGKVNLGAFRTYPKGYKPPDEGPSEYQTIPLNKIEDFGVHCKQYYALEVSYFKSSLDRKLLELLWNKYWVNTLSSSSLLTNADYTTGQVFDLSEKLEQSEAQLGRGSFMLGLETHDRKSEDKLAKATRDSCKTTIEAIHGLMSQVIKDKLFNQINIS
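Assay system: purified human Csn5 enzyme expressed in HEK293T cells; measure: % inhibition; also added: SCFSkp2-Nedd8OG substrate at 10 nM final; technique: fluorescence polarization; times: reaction 90 min, room temperature; medium: Tris buffer pH 7.5, NaCl, DTT, Tween-20, trehalose, ovalbumin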
STEP inh: STEP phosphatase inhibitors, primary screen, biochemical, fluorescence intensity, uHTS; Tyrosine-protein phosphatase non-receptor type 5 (Homo sapiens), P54829; recombinant STEP, OMFP fluorogenic substrate; inhibition, % at 20 µM; 360,000 tested, 0.25% active; AID 588621, 2011;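 active means inhibition at 20 µM, scaled per plate between control wells, above about 37%, limit read from the data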;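 further: 0% = DMSO with enzyme and substrate and 100% = substrate only without enzyme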
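System: STEP (striatal-enriched tyrosine phosphatase) enzyme, cell-free; medium: Bis-Tris pH 6.0 buffer with DTT, detergent; dosing: 20 µM, 1% DMSO; times: reaction 20 min, ambient temperature; detection: fluorescence, 480/540 nm; read-out basis: normalized % inhibition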
Scp-1 inhibitor: Scp-1 phosphatase inhibitors, primary screen, biochemical, colorimetric, uHTS; Recombinant Scp1, phosphopeptide, malachite green phosphate absorbance; 340,000 tested, 0.88% active; inhibition, % at 20 µM; Carboxy-terminal domain RNA polymerase II polypeptide A small phosphatase 1 (Homo …;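 active means inhibition above about 50% at 20 µM, limit read from the data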;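 further: plate controls were DMSO wells with enzyme for no effect and wells lacking enzyme for full effect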
Target sequence (Q9GZU7 76-261 limits assumed): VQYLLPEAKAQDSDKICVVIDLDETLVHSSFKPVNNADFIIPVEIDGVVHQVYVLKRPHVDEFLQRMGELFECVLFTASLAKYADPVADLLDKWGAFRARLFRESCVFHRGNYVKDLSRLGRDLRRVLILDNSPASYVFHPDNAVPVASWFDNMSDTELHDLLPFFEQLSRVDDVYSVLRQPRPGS
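Material: truncated SCP-1 phosphatase (76-261aa) / Buffer or medium: 50 mM Tris acetate pH 5.5, 0.005% Tween-20, 10 mM MgCl2 / Compound dosing: one concentration, 20 µM, with 1.0% DMSO / Incubation: 45 min room-temperature reaction, 5 min colour, 30 min stabiliser / Detection: colorimetric free-phosphate detection, absorbance 630 nm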
Numbers without * were called inactive; i = inactive; · = not tested or not shown.

Values run as follows: LMPTP inh	DNMT1 block	MsrA inhibitor	NadD inh	TbMetRS inhib	SUMO1 PPI mod	Rpn11 block	CSN deneddyl inh	STEP inh	Scp-1 inhibitor
COC/C=C/C1=CC2=CC(=O)C(C)(OC(=O)C3CCCC3)C(=O)C2=CO1 (configuration not stated)
 : 2.5	13	0.8	29	-0.1	22	i	31	2	4
CCn1c(SCC(=O)NCc2ccccc2)nnc1-c1c[nH]c2ccccc12
 : -0.3	0	1.6	-3	0.8	-3	i	0	-2	-15
CCN(CC)S(=O)(=O)c1cc(-c2nnc(-c3ccc(Br)cc3)o2)ccc1Cl
 : 1.6	2	0.1	-8	-0.3	1	i	5	6	-18
COc1ccc(OCCCC(=O)Nc2ncn[nH]2)cc1
 : -0.8	0	0.4	-1	-0.2	4	i	0	-1	-5
CC(C)n1nc(C(=O)OCC(=O)NCCc2ccc(S(N)(=O)=O)cc2)c2ccccc2c1=O
 : -1.9	2	0.8	-2	0.2	5	i	-2	1	-6
COc1cccc2c1OCC([C@@H]1C[C@H]3CN(Cc4cccc(Cl)c4)C(=O)[C@]34CCCN14)=C2
 : 1.4	-3	0.1	8	0.2	-3	i	6	3	-5
CC(NC(=O)c1ccccc1)C(=O)N/N=C/c1ccco1 (configuration not stated)
 : -0.4	2	3.2	1	-0.2	-10	i	-1	-2	1
CC1(C(=O)NCc2ccc3c(c2)OCO3)CCN1C(=O)C1(c2ccc(Cl)cc2)CC1 (configuration not stated)
 : -0.9	0	1.4	-4	-1.2	5	i	-3	-4	·
Cc1cccc(NC(=O)CSc2nnc(-c3ccc(S(=O)(=O)N4CCCC4)cc3)o2)c1
 : -0.8	1	·	3	-0.5	2	i	-1	-2	-4
Cc1cc(S(=O)(=O)NC(=O)[C@H]2O[C@@H](n3cnc4c(N)ncnc43)[C@H](O)[C@@H]2O)ccc1Br
 : -2.0	2	-0.4	0	1.3	-4	i	-5	1	·
O=c1[nH]cnc2nc3n(c12)CCCCC3
 : -1.0	3	-0.6	-5	-0.4	-1	i	-1	-1	-11
CC(=O)c1c(C)[nH]c(C(=O)COc2ccc(C#N)cc2)c1C
 : -0.5	0	0.4	-3	-0.1	4	i	5	1	-3
COc1ccc(CCn2ccc(O)c(Cc3c(F)cccc3Cl)c2=O)cc1OC
 : 0.7	3	-1.3	-9	0.3	0	i	4	2	2
O=C(Nc1ccccc1)c1cccc(C(F)(F)F)c1
 : -1.5	2	-0.9	-2	0.0	2	i	-1	-1	8
CS(=O)(=O)N(CC(=O)NCCSc1ccccn1)c1cccc2ccccc12
 : -1.7	3	-0.1	-8	-0.1	-2	i	1	-2	-10
CCn1c(C)cs/c1=N\S(=O)(=O)c1ccccc1
 : -0.2	0	-1.4	-4	-0.1	-2	i	2	2	0
CCOc1cc(/C=N/NC(=O)c2cc3c(ccc4ccccc43)o2)ccc1O
 : 0.5	-4	3.5	14	-0.4	3	i	1	0	-4
CCOC(=O)CSc1nnc(-c2ccccc2)c(=O)[nH]1
 : -1.0	8	1.5	0	-0.4	0	i	0	-1	-7
CCOC(=O)c1cnc2c(-c3ccccc3)cnn2c1N
 : -0.4	10	0.5	1	0.1	7	i	6	0	3
Cc1ccc(C(=O)Nc2ccc(OCc3ccccc3)cc2)cc1[N+](=O)[O-]
 : -0.8	6	0.1	3	-0.5	3	i	-2	-2	-4
C[C@@H](C(=O)CC(=O)OC(C)(C)C)[C@@H](O)c1ccccc1
 : -0.8	5	0.7	1	0.4	3	i	-4	0	-6
CCCN1C2=NCCN2c2ccccc21
 : -1.1	5	-0.3	3	-1.0	-1	i	3	-4	2
COc1ccc(N2CCN(CC(O)COc3cc(C)ccc3C)CC2)cc1 (configuration not stated)
 : -2.7	0	2.0	-7	-0.6	0	i	1	0	-4
CCCn1c(-c2ccc(OC)cc2)nc2ccccc21
 : 6.5	0	0.4	1	0.8	5	i	2	-2	43
Cc1cc(=O)oc2cc(OCC(=O)Nc3cccnc3)ccc12
 : 0.1	2	2.1	0	-0.1	-3	i	-3	-3	-12
O=C(COC(=O)c1cc(=O)[nH]c2ccccc12)NCc1ccc(Cl)cc1
 : 0.1	1	0.1	-2	0.4	-7	i	-1	0	-9
CN(CC1CCCCO1)C(=O)c1cc(COc2ccc(F)cc2Cl)on1 (configuration not stated)
 : 2.3	0	-0.9	-5	-0.2	0	i	-3	-2	-8
COc1ccc(N2C(=O)NC(NC(=O)c3ccncc3)(C(F)(F)F)C2=O)cc1 (configuration not stated)
 : -0.3	-3	-0.6	-7	-0.3	0	i	0	-2	-8
COc1cccc(C(c2nnnn2CC2CCCO2)N2CCN(C(=O)c3ccco3)CC2)c1OC (configuration not stated)
 : -3.3	-1	-0.1	-1	-0.8	0	i	5	0	-2
Cn1nnnc1SCC(=O)Nc1ccc(Oc2ccc(Cl)cc2)cc1
 : 0.9	-1	1.2	3	0.0	-2	i	1	9	4
Cc1ccc(CC(=O)NC2CCCc3ccccc32)cc1C (configuration not stated)
 : -0.4	1	0.1	3	-0.4	2	i	-5	-1	-7
CCOC(=O)c1cnc2ccccc2c1Nc1ccc2c(c1)OCCO2
 : 5.3	-2	-1.5	-6	0.1	-2	i	1	2	-5
CC(=O)Nc1ccc(OCc2ccccc2)cc1[N+](=O)[O-]
 : -0.5	-2	0.0	-3	0.3	-30	i	3	0	-8
O=[N+]([O-])c1ccccc1N/N=C1\CC2CC=CC12 (configuration not stated)
 : 3.5	2	0.1	3	0.5	-30	i	-6	1	-8
COc1ccc(C(=O)Nc2cc(OC)ccc2OC)cc1
 : -1.9	0	1.3	-4	-0.1	4	i	6	-3	-18
Cc1ccc(C(=O)CN2/C(=C(\O)c3ccccc3)C(=O)c3ccccc3S2(=O)=O)c(C)c1
 : 2.0	-2	·	13	-1.1	1	i	1	3	-10
Cc1ccc(S(=O)(=O)N(C)C[C@@H]2OCc3cnnn3CCCC(=O)N([C@@H](C)CO)C[C@H]2C)cc1
 : -0.3	0	0.8	4	-1.9	4	i	1	-2	·
CSc1ccccc1NC(=O)CN1CCN(Cc2ccccc2)CC1
 : 0.0	1	·	-7	-0.1	3	i	-2	-1	·
Cn1c(=O)c2c(nc(SCCCC#N)n2Cc2c(F)cccc2Cl)n(C)c1=O
 : 0.7	1	1.3	-5	1.0	2	i	-2	-4	-8
CNc1ccccc1C(=O)OCC(=O)Nc1ccc2c(c1)OCO2
 : 2.0	-4	1.4	3	0.1	-1	i	-1	0	-2
Cc1ccnc(NC(=O)C23CC4CC(CC(C4)C2)C3)c1
 : -2.0	-1	0.5	6	-1.5	1	i	2	-2	7
COc1ccc(N)cc1NC(=O)CN1CCCC1
 : 6.7	-9	0.7	-1	-0.4	-18	i	-1	0	-5
OCCN(Cc1ccccc1)Cc1ccc(C(F)(F)F)cc1
 : -0.9	-1	0.5	2	-0.4	-1	i	-7	-2	4
O=C(NCCCn1ccnc1)c1cc(Cl)cc(Cl)c1
 : 0.1	-1	0.9	-4	-1.0	-5	i	2	-2	-16
CC1(C)CN(c2ccccc2)N(C(=O)c2ccc(F)cc2)C1=O
 : -2.3	1	·	-3	-0.2	-3	i	5	1	-4
CCc1ccc(C2NC(=S)NC3=C2C(=O)N(c2ccccc2OC)C(c2ccc(CC)cc2)N3)cc1 (configuration not stated)
 : 1.5	-8	-1.0	23	-0.8	-3	i	-3	2	8
O=C(NCCN1CCOCC1)c1cc(-c2cccc(Cl)c2)on1
 : 2.5	-1	0.8	-11	0.0	3	i	3	2	-1
NNC(=S)NCc1ccccc1
 : -0.9	1	0.4	-1	-1.0	0	i	-1	4	-16
CC(Oc1ccccc1)C(=O)Nc1nnc(S(=O)(=O)Nc2ccccc2)s1 (configuration not stated)
 : -0.6	3	-1.1	-4	-0.3	36	i	0	-4	0
Cn1ncc2c(NCCc3ccccc3)nc(Cl)nc21
 : -0.3	-2	-1.0	3	-0.1	-1	i	1	-4	0
COc1ccccc1CNC(=O)[C@H](NC(=O)C1CCN(C(=O)[C@@H](N)CCSC)CC1)C(C)C
 : -4.8	1	-0.3	0	-2.3	1	i	5	0	-4
CCCc1nnc(NC(=O)CCS(=O)(=O)Cc2ccccc2)s1
 : -1.3	2	1.4	-8	-0.2	2	i	1	1	-5
COC(=O)c1cccc(NC(N)=S)c1
 : 0.0	6	0.6	-8	-0.2	2	i	4	1	9
O=C(CN1C(=O)c2ccc([N+](=O)[O-])cc2C1=O)Nc1nccs1
 : -0.1	8	1.6	-3	-1.6	-13	i	-10	-5	-1
O=C(Cc1cccc([N+](=O)[O-])c1)Nc1cccc(C(=O)N2CCOCC2)c1
 : -0.9	2	-0.3	-7	0.2	-19	i	2	0	6
c1ccc(-c2cc(-c3cc(-c4ccccc4)on3)no2)cc1
 : -1.7	1	-1.0	-2	-0.1	0	i	3	1	·
COc1ccc(S(=O)(=O)CCC(=O)N2CCN(c3ccc(F)cc3)CC2)cc1
 : 0.5	0	-0.3	1	0.4	2	i	-2	2	-1
FC(F)Oc1ccc(C2=Nn3c(nnc3-c3ccccc3Cl)SC2)cc1OCC1CC1
 : -1.6	29	0.7	-6	-0.3	4	i	-1	-1	-2
